# EPAC1 agonist = agonists of human EPAC1 | Potency, µM (series often up to 154 µM), for the others: top-dose activation, usual class: activators | 0.073% of 360,000 active | AID 720707 | O95398 | EPAC1 agonist qHTS, biochemical assay; response scale: 100% = response to 6.5 mM cAMP; note: potency is the fitted concentration of half-maximal effect; nearly all actives have a fitted effect of over 60% in size
#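 Nucleotide exchange by EPAC1 (100 nM) on Rap1B–BODIPY-GDP (250 nM) in the presence of 50 uM GDP is tracked fluorescently at 480/540 nm over 30 min. Signals are normalized to a 6.5 mM cAMP control.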
# PLK1 PBD block = PLK1 (human) polo-box domain binding inhibition | 2.8% of 360,000 active | Plk1 PBD binding of FITC phosphopeptide, fluorescence polarization | Potency, µM, without a hit: max response, negative = inhibition, usual class: inhibitors; note: potency is the fitted concentration of half-maximal effect; series mostly up to about 57 µM; % is set by controls: 0 for no effect and ±100 for the full control effect; nearly all actives have a fitted effect of over 65% in size
# Target sequence (P53350 whole entry, looked up, the tested form may be a part): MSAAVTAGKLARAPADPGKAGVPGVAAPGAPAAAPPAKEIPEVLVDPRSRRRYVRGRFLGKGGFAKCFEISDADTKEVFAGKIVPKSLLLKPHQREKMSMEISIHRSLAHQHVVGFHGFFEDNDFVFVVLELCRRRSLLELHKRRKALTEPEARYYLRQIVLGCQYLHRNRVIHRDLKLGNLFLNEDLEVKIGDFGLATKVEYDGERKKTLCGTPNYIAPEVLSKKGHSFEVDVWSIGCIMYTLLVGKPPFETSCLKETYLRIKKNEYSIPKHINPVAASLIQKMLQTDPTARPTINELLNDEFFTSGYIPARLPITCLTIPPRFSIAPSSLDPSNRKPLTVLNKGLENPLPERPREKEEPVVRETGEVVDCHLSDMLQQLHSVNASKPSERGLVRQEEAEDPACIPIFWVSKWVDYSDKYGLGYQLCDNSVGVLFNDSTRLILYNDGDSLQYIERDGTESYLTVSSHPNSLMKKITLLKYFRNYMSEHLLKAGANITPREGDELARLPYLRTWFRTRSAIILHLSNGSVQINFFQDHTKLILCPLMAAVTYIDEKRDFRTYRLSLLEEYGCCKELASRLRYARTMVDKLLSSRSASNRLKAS
# FUS suppressor = rescues growth of FUS-expressing yeast. S. cerevisiae FUS-expressing, growth rescue, OD600, 24 h. Potency, µM (series often up to 76.6 µM), without a hit: at the highest dose growth rescue (activation), actives largely listed as activators. 0.24% of 390,000 active. AID 1347120;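 note: potency is the fitted concentration of half-maximal effect; plate controls were DMSO vehicle for no effect and reference control for full effect; nearly all actives have a fitted effect of over 55% in size; some results filed as inactive show a strong effect at the top dose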
#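 Read-out: OD at 600 nm after 24hr at 30C, reporting rescue of FUS-induced yeast toxicity. Cells at OD 0.005 in galactose (2%) minimal medium; compounds tested in a dilution series; CP55940 titration from 92uM final as control.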
# Abeta rescue = compounds reversing amyloid beta toxicity in yeast | yeast expressing A-beta42, growth rescue, OD600, 48 h; response scale: 0% DMSO, 100% iron-clioquinol control | Potency, µM (doses to about 46.1 µM), inactives show at the highest dose growth rescue, usual class: activators | 0.063% of 410,000 active | AID 1347071; note: potency is the fitted concentration of half-maximal effect; nearly all actives have a fitted effect of over 55% in size
#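 Yeast growth medium received pinned compounds, then yeast cells expressing toxic A-beta were added; plates incubated at 30 C for 48 hr. Growth read as absorbance at 600 nm, normalized to DMSO and equimolar FeCl3 plus clioquinol controls.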
# WRN helicase inh = WRN helicase (human) inhibition | 0.46% of 360,000 active | AID 651768 | WRN helicase unwinding, fluorescent forked duplex, kinetic | Potency, µM (titrated, usually from 114 µM), for inactives: top-dose activity change, negative = inhibition, usual class: inhibitors; note: potency is the fitted concentration of half-maximal effect; % is set by controls: 0 for no effect and ±100 for the full control effect; nearly all actives have a fitted effect of over 55% in size
#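 Fluorescence dequenching readout, ex 525 nm/em 598 nm, kinetic mode: forked duplex DNA (100 nM final) with adjacent fluorophore and quencher unwound by WRN (20 nM final) with 2 mM ATP. Compound preincubation 15 min, room temperature.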
# PI5P4Ka inh = PI5P4K alpha (human) kinase inhibition; P48426; PI5P4Kalpha enzyme, ADP-Glo luminescence, 60 min; active compounds read low; max response, %; AID 652105; 1.2% of 330,000 active; active = max response of -50% or lower; inconclusive = between -30% and -50%; inactive = -30% or higher; note: value at the top dose of about 77 µM; % is set by controls: 0 for no effect and ±100 for the full control effect
# Target sequence (P48426 whole entry, looked up): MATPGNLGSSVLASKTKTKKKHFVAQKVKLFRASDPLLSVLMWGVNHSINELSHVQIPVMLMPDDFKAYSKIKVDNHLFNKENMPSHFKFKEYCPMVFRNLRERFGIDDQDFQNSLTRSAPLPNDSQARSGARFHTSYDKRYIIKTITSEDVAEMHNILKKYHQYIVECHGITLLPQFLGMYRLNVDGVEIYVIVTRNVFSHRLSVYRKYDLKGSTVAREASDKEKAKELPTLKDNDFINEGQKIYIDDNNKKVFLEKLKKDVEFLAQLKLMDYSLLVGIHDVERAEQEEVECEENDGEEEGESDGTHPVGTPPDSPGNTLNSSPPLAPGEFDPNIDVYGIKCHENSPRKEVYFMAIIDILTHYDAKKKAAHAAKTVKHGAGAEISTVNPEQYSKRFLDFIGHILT
#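 PI5P4Kalpha ADP-Glo assay; 5 microM ATP final; 60 min RT reaction; HEPES pH 7.4/EGTA/CHAPS, 5% DMSO; controls lacking substrate or enzyme; luminescent end-point.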
# EPAC1 antag = blocks human EPAC1 exchange factor; AID 720709; 0.14% of 360,000 active; Potency, µM (highest dose often 115 µM), inactives show top-dose activity change, negative = inhibition, hits mostly inhibitors; O95398; EPAC1 GEF assay, Rap1b-BODIPY-GDP exchange fluorescence;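 note: potency is the fitted concentration of half-maximal effect; plate controls were vehicle for no effect and positive control for full effect; nearly all actives have a fitted effect of over 50% in size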
# aSyn rescue = inhibitors of alpha-synuclein toxicity in yeast. Yeast expressing alpha-synuclein, growth rescue, BacTiter-Glo, 24 h. Potency, µM (top dose mostly 46.1 µM), inactives show top-dose growth rescue (activation), most hits filed as activators. 0.14% of 370,000 active. AID 652106; note: potency is the fitted concentration of half-maximal effect; % of control where 0% means no effect; nearly all actives have a fitted effect of over 65% in size
#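 Rescue of yeast growth: cells expressing toxic alpha-synuclein, induced in galactose at OD600 0.02, incubated with compound 24 h at 30 C. ATP luminescence quantified growth; inhibitors of toxicity appear as activators.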
# IL-2 act = activators of IL-2. 0.065% of 360,000 active. AID 652025. IL-2 activation reporter assay, cell-based qHTS; stimulated with anti-CD3/CD4/CD28 beads; in transgenic mouse T cells. activation, % (series mostly up to about 46 µM); in the data active = activation above about 50%; inconclusive = mostly about 30% to 49%; note: 0% is about no effect
#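 Unstimulated transgenic mouse T cells, 750 per well, received compound and, after 60 minutes, anti-CD3/anti-CD4 bead plus anti-CD28 stimulation. EGFP and DsRed were quantified after 18 hours.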
# * marks the source's active call; other numbers are inactive results; ? = inconclusive; · = not tested or not shown; [ ] = dose if it differs, or a comment. Unless noted, calls come from the whole dose curve; as a rule, active = well fitted curve in the direction sought with a large enough effect; inconclusive = small, poorly fitted or top-dose-only effect, or another doubt; inactive = no such curve, though single readings can be large; an effect the other way counts as inactive or inconclusive.
SMILES,EPAC1 agonist,PLK1 PBD block,FUS suppressor,Abeta rescue,WRN helicase inh,PI5P4Ka inh,EPAC1 antag,aSyn rescue,IL-2 act
Cc1ccc(NC(=O)CCCCCCCCCCC2COCCO2)c(C)c1 (stereo unspecified),-1.1%,-6.2%,·,-13.8%,12.8%,-15.7,15.2%,-5.8%,1.1
c1ccc(CSc2nc3ccccc3[nH]2)cc1,-0.4%,2.4%,4.0%,13.5%,-3.0%,3.4,-2.5%,-0.6%,-2.9
CC(NC(=O)CN1CCCC1)c1ccccc1 (stereo unspecified),5.3%,-0.5%,-11.6%,11.9%,-12.1%,-1.7,-3.5%,1.8%,0.4
O=C(Nc1ccc(C2CC2(Cl)Cl)cc1)c1cccc([N+](=O)[O-])c1 (stereo unspecified),9.2%,-12.1%,17.2%,8.0%,?,8.7,-7.6%,-14.0%,-0.9
COc1ccc(-n2nc(C(=O)NCC(=O)Nc3cc(OC)ccc3OC)c3ccccc3c2=O)cc1,12.7%,1.2%,?,-6.7%,-12.3%,-8.3,-2.2%,0.7%,0.1
COc1cc(C2NC(=O)N(C)C(C)=C2C(=O)OCc2ccccc2)cc(Br)c1O (stereo unspecified),14.3%,-18.2%,23.7%,7.0%,-7.2%,0.5,-12.3%,7.4%,0.3
CC(=O)c1ccc(OC(=O)C2CC(=O)N(c3cccc(C)c3)C2)cc1 (stereo unspecified),0.6%,?,34.3%,-20.0%,-25.0%,·,-4.5%,15.8%,-1.2
O=C(C1CCN(S(=O)(=O)c2cccc3cccnc23)CC1)N1CCCC1,-21.2%,-11.8%,-22.7%,-1.9%,0.9%,-8.2,4.9%,-4.2%,-2.0
Cc1nc(C(F)(F)F)c(C(=O)NC(=O)Nc2ccc(OC(F)(F)F)cc2)s1,0.2%,-4.2%,2.2%,26.4%,-7.8%,14.0,-12.8%,-1.0%,-1.4
C[C@@]12C(=O)Nc3ccc(Br)cc3C(=O)N1[C@H]1c3cc(Br)ccc3OC[C@@H]1[C@@H]2c1ccccc1,-13.7%,-17.3%,16.2%,0.2%,4.7%,-2.5,-9.8%,1.5%,0.2
CCN(C(=O)COC(=O)c1cc2ccccc2cc1OC)c1c(N)n(Cc2ccccc2)c(=O)[nH]c1=O,0.7%,-11.9%,?,1.7%,7.0%,3.6,-8.8%,-5.4%,0.7
CC1CC(OCC(O)CN2CCN(Cc3ccccc3)CC2)CC(C)(C)C1 (stereo unspecified),2.9%,-1.6%,-5.7%,7.0%,-6.8%,-4.1,-3.0%,9.7%,1.6
Cc1cccc(Oc2nc(-c3cccc([N+](=O)[O-])c3)nc3ccccc23)c1C,1.4%,-12.8%,-17.2%,-5.1%,3.0%,·,13.6%,3.2%,-2.1
O=C1N/C(=N\N=C\c2cccs2)SC1Cc1ccc(Cl)cc1 (stereo unspecified),-4.9%,-7.4%,-6.1%,6.4%,3.4%,-0.1,5.1%,-4.0%,-1.6
Cc1ccc(/C=C2\SC(=S)N(CCC(=O)NNC(=O)c3cccc(O)c3)C2=O)cc1,-4.8%,0.0%,24.7%,·,-1.0%,3.4,-14.9%,-0.5%,0.2
CN1CCN(S(=O)(=O)c2cccc(C(=O)NCc3ccccc3Cl)c2)CC1,4.2%,1.4%,8.3%,16.7%,-5.5%,3.7,-16.6%,2.1%,0.0
Cc1ccc(NC(=O)c2cc(=O)c3ccccc3o2)cc1S(=O)(=O)N1CCOCC1,-0.4%,0.4%,14.4%,10.2%,-15.6%,7.3,-1.0%,3.3%,0.6
CCc1cc(-c2n[nH]c(=S)n2Cc2ccccc2)cs1,1.4%,-8.7%,·,31.4%,-6.0%,2.4,-3.5%,4.0%,-0.2
COC(=O)C1=Cc2cc(OC)cc([N+](=O)[O-])c2OC1N1CCOCC1 (stereo unspecified),7.4%,2.2%,-16.8%,0.5%,5.7%,5.3,-15.4%,5.8%,-0.7
CCC(NC(=O)NCc1ccccc1)(C(F)(F)F)C(F)(F)F,-21.4%,-1.2%,13.3%,-0.7%,-11.4%[57.1 µM],3.1,22.7%,-1.3%,1.2
C=CCn1c(=O)c2c(nc3n2CCS3)n(C)c1=O,7.0%,-8.7%,15.7%,8.5%,-6.9%,·,3.7%,-6.3%,2.1
CSc1nc2[nH]c(=O)[nH]c2c(=O)[nH]1,-6.0%,-5.0%,29.9%,-22.9%,-5.4%,-6.9,9.5%,-4.9%,0.5
C1=CC2=NC34CCCCC3CC3=C(CCCC3)N4C2=CC1=NC1CCCCC1 (stereo unspecified),7.4%,1.7%,-13.9%,0.9%,-4.9%,4.6,-10.5%,0.3%,-3.1
CC(=O)N[C@H]1[C@H](OC2CCCCC2)O[C@H](COC(C)=O)[C@@H](OC(C)=O)[C@@H]1OC(C)=O,3.9%,-10.6%,-35.5%,7.0%,1.6%,1.7,-3.5%,1.4%,0.0
COc1ccc(CCNC(=O)CCCCCNC(=O)N2CCn3c2nc2ccccc23)cc1OC,-2.3%,-23.4%,28.3%,7.0%,-5.8%,-4.2,-13.2%,-0.2%,1.3

# Exported field by field: part of the list above.
mol: O=C(C1CCN(S(=O)(=O)c2cccc3cccnc23)CC1)N1CCCC1
  EPAC1 agonist: -21.2% | PLK1 PBD block: -11.8% | FUS suppressor: -22.7% | Abeta rescue: -1.9% | WRN helicase inh: 0.9% | PI5P4Ka inh: -8.2 | EPAC1 antag: 4.9% | aSyn rescue: -4.2% | IL-2 act: -2.0

mol: C[C@@]12C(=O)Nc3ccc(Br)cc3C(=O)N1[C@H]1c3cc(Br)ccc3OC[C@@H]1[C@@H]2c1ccccc1
  EPAC1 agonist: -13.7% | PLK1 PBD block: -17.3% | FUS suppressor: 16.2% | Abeta rescue: 0.2% | WRN helicase inh: 4.7% | PI5P4Ka inh: -2.5 | EPAC1 antag: -9.8% | aSyn rescue: 1.5% | IL-2 act: 0.2

# Other records:
SMILES,EPAC1 agonist,PLK1 PBD block,FUS suppressor,Abeta rescue,WRN helicase inh,PI5P4Ka inh,EPAC1 antag,aSyn rescue,IL-2 act
COc1ccc(NC(=O)CSc2nnc(-c3ccco3)n2N)cc1Cl,11.1%,-5.3%,-17.9%,5.1%,2.6%,-4.4,8.1%,-5.4%,-1.1
COc1ccc(CN2C[C@H]3CON(C)[C@H]3C[C@H]2c2ccc(-c3ccccc3)cc2)cc1,7.9%,-10.6%,23.5%,-3.9%,-0.9%,21.6,-29.3%,2.1%,-0.9
CNC(=O)Cn1nc(C)c(S(=O)(=O)N2CCOCC2)c1C,4.4%,-4.1%,-31.3%,2.8%,0.8%,-2.7,-5.5%,-1.0%,1.4
CCCNC(=O)NC(=O)COc1ccc(-c2ccc(C#N)cc2)cc1,-2.0%,-18.4%,10.7%,0.5%,5.0%,1.4,9.3%,-6.4%,-1.7
CCc1ccc(NC(=O)C2=CC(c3ccc(OC)cc3)=NS(=O)(=O)N2C)cc1,5.1%,-16.7%,?,-11.0%,-4.9%,-2.6,?,0.9%,-3.5
Cc1ccc(NC(=O)COC(=O)CCc2nc3ccccc3n2-c2ccccc2)c(C)c1,-0.6%,3.3%,·,0.9%,-11.6%,2.7,-4.7%,-3.6%,0.9
FC(F)(F)c1nnc(-c2ccccc2)nc1Sc1ccc(Cl)cc1,1.1%,-29.7%,5.7%,-0.9%,-4.6%,2.2,-4.6%,-10.5%,-1.5
Cc1ccc2c(c1)c1c3n2CCN(CC(O)CNC(C)C)C3CCC1 (stereo unspecified),3.9%,-5.0%,14.5%,13.0%,3.1%,-4.4,7.1%,0.2%,-2.7
O=C(Cc1ccccc1)NNc1ccc2ccccc2c1,5.0%,-9.8%,-17.5%,4.1%,-18.1%,-3.1,?,-6.3%,-1.8
CN(CC1CCOCC1)C(=O)CC1C(=O)NCCN1Cc1ccc(-c2ccccc2)cc1 (stereo unspecified),6.0%,-13.4%,26.3%,2.3%,-3.9%,3.6,7.3%,0.3%,9.3
O=C(/C=C(\O)c1ccccc1)C(=O)NNC(=O)c1ccccc1,11.0%,-1.9%,5.7%,-11.0%,-6.0%,0.6,-20.6%,9.4%,-3.0
CCc1cc(Br)ccc1N1C(=O)C2CC=CCC2C1=O (stereo unspecified),1.4%,0.9%,-18.2%,19.3%,2.5%,2.4,8.6%,2.8%,-0.7
Cc1ccc(C)c(N2C(=O)CC(Cc3ccc(Cl)cc3)C2=O)c1 (stereo unspecified),10.3%,-7.8%,19.5%,-13.9%,-33.4%,9.9,-12.6%,12.2%,0.0
CC(C)c1ccc(S(=O)(=O)N2CCN(C(=O)n3ccnc3)CC2)cc1,14.0%,6.2%,-17.6%,2.1%,0.1%,-1.0,-0.7%,4.7%,1.1
COC(=O)C(C(=O)OC)c1ncccc1NS(=O)(=O)c1ccc(C)cc1,-11.2%,2.3%,5.8%,-9.2%,13.1%,2.3,-3.4%,-3.1%,0.9
COc1cc(/C=C/C(=O)OCC(=O)Nc2ccc(S(=O)(=O)N3CCCC3)cc2)ccc1O,-3.8%,1.4%,·,11.1%,-20.0%,-1.1,-15.2%,-1.6%,-0.6
Cc1ccc(S(=O)(=O)c2c(N)n(CC3CCOC3)c3nc4ccccc4nc23)cc1 (stereo unspecified),12.1%,1.0%,?,13.7%,-5.7%,·,-7.7%,-0.6%,-0.6
COc1ccc(-n2cc(-c3ccccc3)c3c(NN4CCOCC4)ncnc32)cc1,2.7%,-4.6%,24.3%,3.8%,0.5%,-13.2,-18.1%,-3.8%,0.0
COc1ccccc1CNC(=O)CSc1ncc(C(=O)Nc2ccccc2)c(=O)n1C,-8.8%,-19.5%,-2.7%,2.9%,-34.0%,2.8,-19.1%,-1.0%,1.9
CCCNC(=O)N(C)C[C@H]1Oc2ncc(Br)cc2C(=O)N([C@H](C)CO)C[C@H]1C,11.4%,-5.2%,-26.3%,-9.3%,4.3%,-4.3,5.2%,5.5%,-3.4
O=C(CCc1ccccc1)NNC(=O)Nc1cccc(Cl)c1,-6.1%,2.8%,2.4%,1.3%,-3.6%,7.2,-23.7%,9.7%,-2.8
